Siah-1 displacement: Siah-1 peptide-binding antagonists, primary screen, biochemical, fluorescence polarization, rhodamine-plectin, uHTS (AID 1817) | Siah-1 / rhodamine-plectin peptide fluorescence polarization; higher % means a stronger effect | displacement, % at 20 µM; hits with a dose series show IC50 in µM | hit rate 0.02% among 290,000;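 active = displacement of at least 50% at 20 µM, with a fluorescence ratio check between 0.3 and a set limit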;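 also: plate controls were Siah plus tracer with DMSO for no effect and tracer alone without Siah for full effect; strong numbers were not always called active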
Hep lipid drop: modulators of hepatic lipid droplet formation | inhibition, % at 6.5 µM | hit rate 0.4% among 240,000 | AID 1656 | AML12 mouse hepatocytes, oleate lipid droplets, BODIPY imaging;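 active = lipid droplet intensity inhibited by at least 50%, with more than 500 cells counted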
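Material – mouse AML12 hepatocyte cell line, fixed after treatment · Compound dosing – one dose, 6.5 µM compound · Times – compound with oleate, overnight · Measured by – Image-based BODIPY and DAPI two-channel analysis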
K1F lysis inhibition: inhibition of K1F phage lysis, E. coli UTI89, bacterial capsule biogenesis inhibitors, alamar blue (AID 488966). E. coli UTI89 K1F phage lysis, alamar blue, 2 h; higher % means a stronger effect. hit rate 0.02% among 340,000. one-dose inhibition, % at 100 µM; IC50 in µM for titrated hits;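 active = phage lysis inhibition, versus mean bacterial control, above a set limit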;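 also: capsule biogenesis inhibitors block K1F phage lysis so surviving cells raise fluorescence; higher fluorescence means more inhibition of phage lysis; actives were called in the ten point dose series up to 300 µM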
Hep lipid drop cells 6.5 µM: also measured in Hep lipid drop; calls as there; cell count; measured here: cell count, cytotoxicity flag;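 cells counted across two imaged fields per well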
* marks the source's active call; other numbers are inactive results; [ ] = remark or other dose.

Screening COc1ccc(NC(=O)c2sc3nc(N4CCOCC4)c4c(c3c2N)CC(C(C)C)OC4)c(OC)c1 (stereo not given) returned Siah-1 displacement 7%, Hep lipid drop 25, K1F lysis inhibition 0.3% and Hep lipid drop cells 6.5 µM 757.
Screening O=C(CSc1ccc([N+](=O)[O-])cc1)NNC(=O)c1ccccc1F returned Siah-1 displacement 2%, Hep lipid drop -4, K1F lysis inhibition 0.3% and Hep lipid drop cells 6.5 µM 832.
Screening CC(=O)Nc1ccc(N=c2cc([N+](=O)[O-])cc(Cl)n2O)cc1 returned Siah-1 displacement 4%, Hep lipid drop 5, K1F lysis inhibition 0.0% and Hep lipid drop cells 6.5 µM 858.
`C/C(=N/NS(=O)(=O)c1cccc([N+](=O)[O-])c1)c1ccc2c(c1)OCO2` gave Siah-1 displacement -5%, Hep lipid drop -2, K1F lysis inhibition 0.8% and Hep lipid drop cells 6.5 µM 802.
`Cc1cccc(NC(=O)C(CCC(N)=O)NC(=O)OCc2ccccc2)c1` (stereo not given) gave Siah-1 displacement -6%, Hep lipid drop 11, K1F lysis inhibition 0.1% and Hep lipid drop cells 6.5 µM 809.
`O=C(NCc1ccco1)C1CCN(C(=O)c2ccc([N+](=O)[O-])cc2)CC1` gave Siah-1 displacement -6%, Hep lipid drop 6, K1F lysis inhibition 0.8%[50 µM] and Hep lipid drop cells 6.5 µM 870.
`COc1ccc(N2CC(C(=O)N[C@@H](C)C(=O)NC(C)c3ccccc3)CC2=O)cc1` (stereo not given in full) gave Siah-1 displacement 7%, Hep lipid drop -6, K1F lysis inhibition 0.1% and Hep lipid drop cells 6.5 µM 665.
For COCCn1c(SCC(=O)Nc2cccc(F)c2)nc2c([nH]c3ccccc32)c1=O the results were Siah-1 displacement 5%, Hep lipid drop -6, K1F lysis inhibition 0.0% and Hep lipid drop cells 6.5 µM 790.
Screening Cc1ccc(OCC2Cn3c(nc4c3c(=O)[nH]c(=O)n4C)O2)cc1C (stereo not given) returned Siah-1 displacement 7%, Hep lipid drop -26, K1F lysis inhibition 0.0% and Hep lipid drop cells 6.5 µM 698.
CS(=O)(=O)N(CC(=O)NCCSCc1cccc(Cl)c1)c1ccccc1F was read as Siah-1 displacement 1%, Hep lipid drop -15, K1F lysis inhibition -0.1% and Hep lipid drop cells 6.5 µM 784.
`CCCCC(CC)C(=O)Nc1cc(C(=O)NCc2ccc(C)cc2)ccc1N1CCC2(CC1)CC(c1ccccc1)=NO2` (stereo not given) gave Siah-1 displacement 0%, Hep lipid drop 10, K1F lysis inhibition 0.2% and Hep lipid drop cells 6.5 µM 793.
Screening CCC1COCCS(=O)(=O)N1Cc1ccccc1C (stereo not given) returned Siah-1 displacement 4%, Hep lipid drop 4, K1F lysis inhibition 0.7% and Hep lipid drop cells 6.5 µM 820.
`Cc1ccccc1C(=O)c1cccn1CC(=O)NCc1cccc(Cl)c1` gave Siah-1 displacement 3%, Hep lipid drop -7, K1F lysis inhibition 1.2% and Hep lipid drop cells 6.5 µM 729.
`COc1ccc(NC(=O)CCS(=O)(=O)c2ccc(Br)s2)cc1` gave Siah-1 displacement 22%, Hep lipid drop -7, K1F lysis inhibition -0.2% and Hep lipid drop cells 6.5 µM 788.
Screening CCn1nc(C)c(CN2CCC(n3nccc3NC(=O)CCCc3ccccc3)CC2)c1C returned Siah-1 displacement 6%, Hep lipid drop -5, K1F lysis inhibition -0.4%[50 µM] and Hep lipid drop cells 6.5 µM 643.

Next part, overlapping the part above by 2 compounds.
`COc1ccc(NC(=O)CCS(=O)(=O)c2ccc(Br)s2)cc1` gave Siah-1 displacement 22%, Hep lipid drop -7, K1F lysis inhibition -0.2% and Hep lipid drop cells 6.5 µM 788.
Screening CCn1nc(C)c(CN2CCC(n3nccc3NC(=O)CCCc3ccccc3)CC2)c1C returned Siah-1 displacement 6%, Hep lipid drop -5, K1F lysis inhibition -0.4%[50 µM] and Hep lipid drop cells 6.5 µM 643.
Screening CN1CCN(C(=O)Cn2ncc3c([nH]c4ccccc43)c2=O)CC1 returned Siah-1 displacement -3%, Hep lipid drop -17, K1F lysis inhibition 0.5% and Hep lipid drop cells 6.5 µM 648.
`Fc1cccc(NC(=S)Nc2cccc3ccccc23)c1` gave Siah-1 displacement 1%, Hep lipid drop -4, K1F lysis inhibition -0.1% and Hep lipid drop cells 6.5 µM 687.
COc1ccc(-c2nc(CSCC(=O)NCCCN3CCCC3=O)c(C)o2)cc1 was read as Siah-1 displacement 3%, Hep lipid drop 0, K1F lysis inhibition 0.5% and Hep lipid drop cells 6.5 µM 777.
Cc1cnc(NC(=O)Cc2ccc(C)c(C)c2)s1 was read as Siah-1 displacement 1%, Hep lipid drop 22, K1F lysis inhibition 0.1% and Hep lipid drop cells 6.5 µM 829.
Screening COc1cccc(C(=O)NC(C)c2cccc3ccccc23)c1OC (stereo not given) returned Siah-1 displacement 3%, Hep lipid drop -6, K1F lysis inhibition 0.0% and Hep lipid drop cells 6.5 µM 730.
Screening COCCCn1c(=O)c2ccccc2n(CC(=O)Nc2ccc3c(c2)OCCO3)c1=O returned Siah-1 displacement 5%, Hep lipid drop -3, K1F lysis inhibition 0.2% and Hep lipid drop cells 6.5 µM 771.
For COc1ccc(C(=O)NC2CCCc3c2cnn3-c2cccc(C)c2C)c(OC)n1 (stereo not given) the results were Siah-1 displacement 7%, Hep lipid drop -1, K1F lysis inhibition 2.6%[50 µM] and Hep lipid drop cells 6.5 µM 767.
Screening CCCCn1c(SCC(=O)c2ccc(O)cc2O)nc2cc(S(N)(=O)=O)ccc21 returned Siah-1 displacement -2%, Hep lipid drop 3, K1F lysis inhibition 0.1% and Hep lipid drop cells 6.5 µM 856.
Screening O=C(CN(C(=O)CNC(=O)c1ccco1)c1ccc(F)cc1)NC1CCCC1 returned Siah-1 displacement -9%, Hep lipid drop 5, K1F lysis inhibition -0.3% and Hep lipid drop cells 6.5 µM 857.
For CC(=O)Cn1cnc2c(cnn2-c2ccccc2)c1=O the results were Siah-1 displacement -4%, Hep lipid drop 10, K1F lysis inhibition 0.6% and Hep lipid drop cells 6.5 µM 853.
`Cc1cccc(OCC(=O)Nc2ccc3c(c2)nc(CCN2CCN(c4ccccn4)CC2)n3C)c1` gave Siah-1 displacement 4%, Hep lipid drop 0, K1F lysis inhibition 0.9% and Hep lipid drop cells 6.5 µM 624.
CC(C)c1cccc(C(C)C)c1OC(=O)NC(=O)c1c(F)cccc1F was read as Siah-1 displacement 1%, Hep lipid drop -7, K1F lysis inhibition -1.6%[50 µM] and Hep lipid drop cells 6.5 µM 779.
For COc1ccc(C(=O)Nc2c3c(nn2-c2ccc(Cl)cc2)CS(=O)(=O)C3)cc1 the results were Siah-1 displacement -5%, Hep lipid drop 0, K1F lysis inhibition -2.6% and Hep lipid drop cells 6.5 µM 769.
O=C(O)CSC1CC(=O)N(c2ccc(Br)cc2)C1=O (stereo not given) was read as Siah-1 displacement -4%, Hep lipid drop 4, K1F lysis inhibition 0.3% and Hep lipid drop cells 6.5 µM 828.
`Cc1ccc(S(=O)(=O)NNC(=O)Nc2cccc(C)c2C)c(C)c1` gave Siah-1 displacement 10%, Hep lipid drop 3, K1F lysis inhibition 0.8%[50 µM] and Hep lipid drop cells 6.5 µM 643.
`CCOC(=O)N1CCC(NC(=O)CCc2ccccc2)CC1` gave Siah-1 displacement 2%, Hep lipid drop 12, K1F lysis inhibition 0.3% and Hep lipid drop cells 6.5 µM 810.
Screening COc1ccc(CNC(=O)c2ccc(Br)s2)cc1OC returned Siah-1 displacement 3%, Hep lipid drop 1, K1F lysis inhibition 1.3%[50 µM] and Hep lipid drop cells 6.5 µM 883.
For Cc1ccc(-c2nc3c(Cl)cc(Cl)cc3c(=O)n2O)cc1 the results were Siah-1 displacement 1%, Hep lipid drop -2, K1F lysis inhibition 0.5% and Hep lipid drop cells 6.5 µM 707.
For O=C(O)CCC(=O)N1N=C(c2ccccc2)CC1c1ccc(Br)cc1 (stereo not given) the results were Siah-1 displacement 7%, Hep lipid drop -15, K1F lysis inhibition 0.1% and Hep lipid drop cells 6.5 µM 757.
Screening COc1ccccc1OCc1nnc(SCC(=O)Nc2nnc(C3CC3)s2)n1C returned Siah-1 displacement 6%, Hep lipid drop -2, K1F lysis inhibition -0.1% and Hep lipid drop cells 6.5 µM 785.
Screening N#Cc1cccc2c1-c1ccccc1/C2=N/NC(N)=O returned Siah-1 displacement 6%, Hep lipid drop -4, K1F lysis inhibition -0.1% and Hep lipid drop cells 6.5 µM 403.
For Cc1nnc(N2C(=O)C(=O)/C(=C(/O)c3ccc4c(c3)OCCO4)C2c2ccc([N+](=O)[O-])cc2)s1 (stereo not given) the results were Siah-1 displacement -3%, Hep lipid drop -8, K1F lysis inhibition 0.1% and Hep lipid drop cells 6.5 µM 676.
`CSCCC(N=C1NS(=O)(=O)c2ccccc21)C(=O)NCc1ccccc1F` (stereo not given) gave Siah-1 displacement 8%, Hep lipid drop 8, K1F lysis inhibition -0.4% and Hep lipid drop cells 6.5 µM 816.
Screening COc1cc2nc(Nc3cccc(F)c3)nc(N)c2cc1OC returned Siah-1 displacement 0%, Hep lipid drop 16, K1F lysis inhibition 0.4% and Hep lipid drop cells 6.5 µM 775.
For Cn1nccc1C(=O)NC1CCN(Cc2ccccc2)CC1 the results were Siah-1 displacement -1%, Hep lipid drop -9, K1F lysis inhibition 1.2% and Hep lipid drop cells 6.5 µM 683.
CC(Sc1nnc(-c2ccccc2F)n1C1CC1)C(N)=O (stereo not given) was read as Siah-1 displacement 5%, Hep lipid drop 1, K1F lysis inhibition 0.1% and Hep lipid drop cells 6.5 µM 790.
Screening COc1ccc(/C(C)=N/Nc2nc(C)c(C(C)=O)s2)cc1 returned Siah-1 displacement 1%, Hep lipid drop 2, K1F lysis inhibition 0.3% and Hep lipid drop cells 6.5 µM 860.
`CCn1c(SCC(=O)NCC2CCCO2)nc2c(c1=O)SCC2` (stereo not given) gave Siah-1 displacement 3%, Hep lipid drop 0, K1F lysis inhibition 0.1% and Hep lipid drop cells 6.5 µM 831.
Screening COc1ccc(CC(=O)N(C)Cc2ccc(C(C)(C)C)cc2)cc1S(=O)(=O)N1CCOCC1 returned Siah-1 displacement 2%, Hep lipid drop 17, K1F lysis inhibition -1.1%[50 µM] and Hep lipid drop cells 6.5 µM 774.
`CC(=O)N1c2ccc(S(=O)(=O)NCc3ccco3)cc2CC1C` (stereo not given) gave Siah-1 displacement 2%, Hep lipid drop 12, K1F lysis inhibition -0.1% and Hep lipid drop cells 6.5 µM 695.
For COCC(=O)N1CCC(Oc2ccc(C(=O)NCc3cc(C)n(C)n3)cc2)CC1 the results were Siah-1 displacement 4%, Hep lipid drop 17, K1F lysis inhibition 0.3% and Hep lipid drop cells 6.5 µM 706.
`CCN(CC)S(=O)(=O)c1ccc2c(c1)NC(=O)C1CCCN21` (stereo not given) gave Siah-1 displacement -1%, Hep lipid drop -7, K1F lysis inhibition 0.4% and Hep lipid drop cells 6.5 µM 810.
O=C(NCC1CCN(Cc2ccc(F)cc2)CC1)C1CCCN(c2ncnc3c2nc2n3CCCCC2)C1 (stereo not given) was read as Siah-1 displacement 4%, Hep lipid drop -12, K1F lysis inhibition 0.5% and Hep lipid drop cells 6.5 µM 688.
NC(=O)CC(NC(=O)c1cccc(Br)c1)c1ccc(N2CCC(N3CCCCC3)CC2)c([N+](=O)[O-])c1 (stereo not given) was read as Siah-1 displacement -4%, Hep lipid drop -2, K1F lysis inhibition 1.0% and Hep lipid drop cells 6.5 µM 789.
Screening CN(C)CCCn1c(SCC(=O)Nc2nccs2)nnc1-c1ccncc1 returned Siah-1 displacement -2%, Hep lipid drop 4, K1F lysis inhibition 0.3% and Hep lipid drop cells 6.5 µM 853.
Screening C/C(N)=C(/C#N)C(=O)COC(=O)C1CSC2(c3ccc(F)cc3)CCC(=O)N12 (stereo not given) returned Siah-1 displacement -2%, Hep lipid drop -3, K1F lysis inhibition 1.0% and Hep lipid drop cells 6.5 µM 798.
CC1CC(C)CN(C(=O)CCS(=O)(=O)c2ccc3c(c2)NC(=O)CS3)C1 (stereo not given) was read as Siah-1 displacement -1%, Hep lipid drop -9, K1F lysis inhibition -0.3% and Hep lipid drop cells 6.5 µM 690.

4 compounds out of the list, sorted by heavy-atom count, high to low.
O=C(NCC1CCN(Cc2ccc(F)cc2)CC1)C1CCCN(c2ncnc3c2nc2n3CCCCC2)C1 (stereo not given) was read as Siah-1 displacement 4%, Hep lipid drop -12, K1F lysis inhibition 0.5% and Hep lipid drop cells 6.5 µM 688.
NC(=O)CC(NC(=O)c1cccc(Br)c1)c1ccc(N2CCC(N3CCCCC3)CC2)c([N+](=O)[O-])c1 (stereo not given) was read as Siah-1 displacement -4%, Hep lipid drop -2, K1F lysis inhibition 1.0% and Hep lipid drop cells 6.5 µM 789.
For COCC(=O)N1CCC(Oc2ccc(C(=O)NCc3cc(C)n(C)n3)cc2)CC1 the results were Siah-1 displacement 4%, Hep lipid drop 17, K1F lysis inhibition 0.3% and Hep lipid drop cells 6.5 µM 706.
`CCN(CC)S(=O)(=O)c1ccc2c(c1)NC(=O)C1CCCN21` (stereo not given) gave Siah-1 displacement -1%, Hep lipid drop -7, K1F lysis inhibition 0.4% and Hep lipid drop cells 6.5 µM 810.

Source: PubChem

Not all compounds are listed; the hit share may differ from the screen's.
